All columns: NCI-60 one-dose screen, growth in % after 48 h at 10 µM unless noted; 100 = growth as untreated, 0 = no growth, -100 = all killed.
NCI-H522: NCI-H522 lung cancer. hit rate 8% among 78,000
HCT-15: HCT-15 colon cancer | hit rate 5.2% among 82,000 | AID 1794746
NCI-H322M: NCI-H322M lung cancer; hit rate 2.7% among 80,000; AID 1794733
COLO 205: COLO 205 colon cancer; hit rate 7.3% among 79,000
NCI/ADR-RES: NCI/ADR-RES ovarian cells; hit rate 4.4% among 81,000
NCI-H460: NCI-H460 lung cancer. hit rate 6.8% among 82,000
HCT-116: HCT-116 colon cancer. AID 1794798. hit rate 7.3% among 82,000
NCI-H23: NCI-H23 lung cancer. hit rate 4% among 80,000. AID 1794731
NCI-H226: NCI-H226 lung cancer; hit rate 3.5% among 79,000
* marks the source's active call; other numbers are inactive results; . = not tested or not shown. How the source made its calls: active means growth percent below 10; inactive means the rest.

SMILES | NCI-H522 | HCT-15 | NCI-H322M | COLO 205 | NCI/ADR-RES | NCI-H460 | HCT-116 | NCI-H23 | NCI-H226
COc1ccc(NC(c2ccc(C(F)(F)F)cc2)c2c(C)[nH]c3ccccc23)cc1 (stereo unspecified) | 56 | 95 | 90 | 111 | 108 | 102 | 85 | 99 | 105
CCCc1nnc(NS(=O)(=O)c2ccc(C)cc2)o1 | . | 103 | 106 | 95 | 108 | 104 | 101 | 103 | 106
CCCC(=O)NNc1[nH]c(-c2ccc(OC)cc2)cc1C(=O)OCC | 91 | 100 | 35 | 1.4* | 106 | 120 | 109 | 95 | 104
CN(C)c1ccc(C2(c3ccc(N(C)C)cc3)OC(=O)c3ccccc32)cc1 | 96 | 95 | 97 | 104 | 95 | 104 | 97 | 92 | 93
O=C(CSc1nnc(-c2ccc(NC(=O)c3cccnc3)cc2)o1)N[C@@H](Cc1ccc(O)cc1)C(=O)O | 91 | 113 | 100 | 101 | 104 | 111 | 100 | 108 | 102
O=C1C(=O)N(CCO)c2ccc(F)cc21 | 95 | 98 | 105 | . | 102 | 105 | 88 | 106 | .
O=C(CSc1nc2ccccc2c(=O)n1-c1ccc(Cl)cc1)Nc1ccc(S(=O)(=O)Nc2nccs2)cc1 | 95 | 100 | 86 | 113 | 101 | 104 | 84 | 98 | 95
CCOC(=O)c1nnsc1C(OC)Oc1ccccc1 (stereo unspecified) | 100 | 103 | 92 | 103 | 103 | 108 | 91 | 103 | 97
Cc1cc(-c2ccc(N=Nc3cc(S(=O)(=O)O)c4ccccc4c3N)c(C)c2)ccc1N=Nc1cc(S(=O)(=O)O)c2ccccc2c1N | 98 | 102 | 97 | 106 | 107 | 105 | 97 | 101 | 95
OCC1OC(Oc2c(Br)cc(Br)cc2Br)C(O)C(O)C1O (stereo unspecified) | 101 | 103 | 109 | 109 | 141 | 116 | 101 | 106 | 102
Nc1ccc(N)c(N)c1 | 103 | 105 | 100 | 106 | 104 | 98 | 98 | 93 | 96
O=C1CC(c2ccsc2)C2=C(O1)C(=O)c1ccccc1C2=O (stereo unspecified) | 95 | 102 | 104 | 117 | 105 | 111 | 110 | 102 | .
Cc1cc(=O)c2c(=O)[nH][nH]c2[nH]1 | 89 | 100 | 116 | 106 | 115 | 116 | 113 | 109 | 99
O=C1NC(c2cccc([N+](=O)[O-])c2)c2sc3c(F)cccc3c2C1N1CCOCC1 (stereo unspecified) | 90 | 105 | 102 | 111 | 98 | 100 | 88 | 94 | 81
CN1CC(c2ccc(Br)cc2)C(C(=O)c2ccc(O)cc2)C12C(=O)c1ccccc1C2=O (stereo unspecified) | 99 | 109 | 104 | 105 | 104 | 107 | 103 | 96 | 86
CCOC(=O)CC(=O)c1cc(OC)c(OC)c(OC)c1 | 95 | 96 | 103 | 103 | 98 | 102 | 97 | 94 | 109
O=C(/C=C(/C=C/c1ccc(F)cc1)OB(F)F)/C=C/c1ccc(F)cc1 | 93 | 95 | 102 | 102 | 101 | 97 | 82 | 96 | 94
COc1ccc(N2C(=O)[C@@H](OC(C)=O)[C@H]2/C=C/c2ccccc2)cc1 | 93 | 105 | 101 | 108 | 110 | 101 | 97 | 116 | 82
CCOC(=O)C1=NNC(C(=O)O)C1c1ccccc1 (stereo unspecified) | 112 | 108 | . | 116 | 98 | 107 | 108 | 91 | 112
COc1ccc(NS(=O)c2ccc(OC)cc2)cc1 (stereo unspecified) | 90 | 92 | 109 | 104 | 98 | 90 | 90 | 103 | 85
CCCCC/C=C/CCC(=O)N[C@H]1[C@H](Oc2c3cc4cc2Oc2ccc(cc2Cl)[C@@H](O[C@@H]2O[C@H](CO)[C@@H](O)[C@H](O)[C@H]2NC(C)=O)[C@@H]2NC(=O)[C@H](NC(=O)[C@@H]4NC(=O)[C@H]4NC(=O)[C@@H](Cc5ccc(c(Cl)c5)O3)NC(=O)[C@@H](N)c3ccc(O)c(c3)Oc3cc(O)cc4c3)c3ccc(O)c(c3)-c3c(O[C@H]4O[C@H](CO)[C@@H](O)[C@H](O)[C@@H]4O)cc(O)cc3[C@H](C(=O)O)NC2=O)O[C@H](CO)[C@H](O)[C@@H]1O | 103 | 111 | 108 | 103 | 97 | 107 | 101 | 93 | 105
NCCCN1CCN(CCCN)CC1 | 102 | 105 | 106 | 108 | 108 | 103 | 110 | 107 | 106
CCC(C)CCCCC(=O)NC(CCN)C(=O)NC(C(=O)NC(CCN)C(=O)NC1CCNC(=O)C(C(C)O)NC(=O)C(CCN)NC(=O)C(CCN)NC(=O)C(CC(C)C)NC(=O)C(Cc2ccccc2)NC(=O)C(CCN)NC1=O)C(C)O (stereo unspecified) | 99 | 96 | 103 | 94 | 110 | 111 | 96 | 108 | 99
CN1CCN(C(=S)Nc2ccccc2)CC1 | 105 | 124 | 122 | 128 | 107 | 121 | 93 | 101 | 115
Cc1nc2ccc(Cl)cc2[nH]1 | 91 | 94 | 95 | 198 | 99 | 101 | 84 | 85 | 78
NS(=O)(=O)c1cccc(Nc2nc(SCC(=O)c3ccc([N+](=O)[O-])cc3)nc3ccccc23)c1 | 19 | 34 | 83 | 83 | 73 | 36 | 37 | . | -21*
NC(=O)c1noc(C(=O)c2ccccc2)c1N | 80 | 89 | 104 | 111 | 112 | 102 | 85 | 101 | 90
CS(=O)CC(=N\N)/C(CS(C)=O)=N/N (stereo unspecified) | 110 | 104 | 105 | 109 | 107 | 118 | 112 | 100 | 94
COc1ccc(NC(=O)c2cc(-c3ccc(Cl)c(Cl)c3)oc2C)cc1 | 90 | 100 | 98 | 112 | 104 | 102 | 96 | 91 | 90
CC/C=C\C[C@@H]1C/C=C2/C(=O)C=C[C@H]2C/C=C\CCCC(=O)O1 | -83* | -43* | -54* | -64* | 11 | -49* | -94* | -32* | -20*
COc1cc2c(c(OC)c1OC)CCC(c1cccc(NC(=O)c3ccccc3)c1)O2 (stereo unspecified) | 76 | 91 | 95 | 100 | 85 | 104 | 81 | 84 | 80
COc1ccc2c(c1)C(C)Cc1c(ncn3c(-c4ccccc4)nnc13)N2C (stereo unspecified) | 84 | 99 | 83 | 103 | 90 | 106 | 101 | 83 | 101
NC(=O)CCC(C(=O)O)N1C(=O)C2C3CCC(C3)C2C1=O (stereo unspecified) | 91 | 96 | 102 | 113 | 107 | 104 | 100 | 103 | .
C=C(C)[C@@H]1CC[C@]2(C(=O)O)CC[C@]3(C)[C@H](CC[C@@H]4[C@@]5(C)C/C(=C/c6ccc(Br)cc6)C(=O)C(C)(C)[C@@H]5CC[C@]43C)[C@@H]12 | 39 | 18 | 51 | 48 | 50 | 27 | 15 | 32 | 47
CCN(CC)CCn1c2ccc(O)cc2c2sc3cc(OC)ccc3c(=O)c21 | 30 | 4.5* | 26 | 18 | 21 | 1.5* | -46* | 29 | 73
Clc1ccc(Sc2nc(NC3CC3)nc(Sc3ccc(Cl)cc3)n2)cc1 | 59 | 71 | 87 | 74 | 78 | 89 | 54 | 81 | 83
CCOC(=O)c1c(C)nc2c(c1N)CC(=O)N2Cc1ccc(OC)cc1 | -1.1* | 56 | 41 | 95 | 34 | 5.1* | 13 | 34 | 17
Nc1ccc2c(c1)Cc1c(F)cccc1-2 | 80 | 105 | 98 | 111 | 100 | 104 | 101 | 100 | 84
COc1cc(NC(=O)c2cc(O)c(CC=C(C)C)c(O)c2)cc2c1O[C@]1(C)CC[C@@H](O)C(C)(C)[C@H]1C2 | 8.2* | 34 | 68 | -29* | 96 | 27 | 24 | 39 | 79
CCCn1c(=O)c2[nH]c(-c3ccc(OCc4nc5ccc(C(F)(F)F)cc5[nH]4)cc3)nc2n(CCC)c1=O | 24 | 23 | 69 | 59 | 56 | 41 | 25 | 11 | 38
O=C(NCCN1CCCC1)n1cc(-c2ccncc2)c(-c2cc(O)cc(Cl)c2)n1 | 99 | 89 | 115 | 76 | 101 | 99 | 75 | 102 | 94
O=S(Cc1ccccc1)/C(=C/NC(=S)Nc1ccccc1)c1ccccc1 (stereo unspecified) | 77 | 106 | 100 | 101 | 98 | 107 | 91 | 89 | 101
O=C(Oc1ccc(Cc2ccccc2)cc1)Oc1ccc(Cc2ccccc2)cc1 | 103 | 104 | 95 | 114 | 96 | 103 | 116 | 99 | 102
COc1cc(/C=C/C(=O)c2ccc(OC(C)=O)c(OC)c2)ccc1OC(C)=O | 67 | 65 | 67 | 122 | 82 | 100 | 65 | 89 | 83
Cn1c(-c2ccccc2)cc(=O)n1-c1ccccc1 | 107 | 104 | 103 | 121 | 112 | 117 | 100 | 96 | 102
Cn1ccnc1C(=O)/C=C/c1ccc(CC(=O)Nc2cc(C(F)(F)F)cc(C(F)(F)F)c2)cc1 | 77 | 53 | 73 | 98 | 65 | 55 | 52 | 85 | 91
CC(C)CCn1nc(C(=O)N(C)Cc2ccccc2)c2c1CCN(Cc1ccc(F)cc1)C2 | 87 | 100 | 99 | 115 | 93 | 107 | 85 | 90 | 94
O=C1/C(=C/c2ccc([N+](=O)[O-])cc2)COc2ccc(O)cc21 | 62 | 28 | 92 | 93 | 92 | 98 | -5.5* | 97 | 100
O=C(CCCOc1ccc(Cl)cc1Cl)NC(Cc1ccccc1)C(=O)O (stereo unspecified) | . | 105 | 99 | 103 | 112 | 121 | 110 | 103 | 113
CCN(CC)Cc1nc2ccccc2c(=O)n1/N=C/c1ccc(Cl)cc1 | 95 | 105 | 108 | 108 | 111 | 110 | 111 | 102 | 104
O=C(Nc1ccc(Br)cc1)Nc1cccc(Br)c1 | -29* | 15 | 55 | 28 | 46 | 12 | 27 | 18 | 53
COc1cc2nc(N(C)CCCNC(=O)C3CCCO3)nc(N)c2cc1OC (stereo unspecified) | 97 | 104 | 83 | 110 | 122 | 101 | 97 | 116 | 103
CN(C(=S)S(=O)(=O)C12CC3CC(CC(C3)C1)C2)c1ccccc1 | 46 | 84 | 114 | 89 | 102 | 110 | 94 | 98 | 93
c1ccc(C(=C2CCCO2)c2ccccc2)cc1 | 92 | 104 | 120 | 110 | 108 | 117 | 96 | 108 | 103
COc1ccc(C(=O)N2C=Cc3ccccc3C2C#N)cc1 (stereo unspecified) | 94 | 91 | . | 105 | 96 | . | 115 | 95 | 88
O=C(Nc1cccc(Br)c1)c1cc(=O)[nH]c2ccccc12 | 87 | 92 | 94 | 85 | 89 | 105 | 109 | 103 | 83
CC1CN=C(c2ccc(NC(=O)c3ccc(C(=O)Nc4ccc(C5=NCC(C)N5)cc4)c(N)c3)cc2)N1 (stereo unspecified) | 88 | 110 | 108 | 91 | 105 | 89 | 86 | . | 101
COc1cc(CNC(=O)/C=C/C=C/c2ccc3c(c2)OCO3)ccc1OCc1cn(-c2ccc(C#N)cc2)nn1 | 85 | 103 | 95 | . | 95 | 77 | 87 | 96 | 78
COc1ccc(-c2nc3sccn3c2-c2nc3ccc(F)cc3[nH]2)cc1 | 92 | 93 | 117 | 103 | 94 | 101 | 102 | 90 | 100
Cc1ccc(N/C=C/C(=O)c2sc3nc4ccccc4n3c2C)cc1S(N)(=O)=O | 81 | 93 | 97 | 113 | 96 | 97 | 96 | 94 | 105

Structures above that contain two or more sulfur atoms, in the order listed:
SMILES | NCI-H522 | HCT-15 | NCI-H322M | COLO 205 | NCI/ADR-RES | NCI-H460 | HCT-116 | NCI-H23 | NCI-H226
O=C(CSc1nc2ccccc2c(=O)n1-c1ccc(Cl)cc1)Nc1ccc(S(=O)(=O)Nc2nccs2)cc1 | 95 | 100 | 86 | 113 | 101 | 104 | 84 | 98 | 95
Cc1cc(-c2ccc(N=Nc3cc(S(=O)(=O)O)c4ccccc4c3N)c(C)c2)ccc1N=Nc1cc(S(=O)(=O)O)c2ccccc2c1N | 98 | 102 | 97 | 106 | 107 | 105 | 97 | 101 | 95
NS(=O)(=O)c1cccc(Nc2nc(SCC(=O)c3ccc([N+](=O)[O-])cc3)nc3ccccc23)c1 | 19 | 34 | 83 | 83 | 73 | 36 | 37 | . | -21*
CS(=O)CC(=N\N)/C(CS(C)=O)=N/N (stereo unspecified) | 110 | 104 | 105 | 109 | 107 | 118 | 112 | 100 | 94
Clc1ccc(Sc2nc(NC3CC3)nc(Sc3ccc(Cl)cc3)n2)cc1 | 59 | 71 | 87 | 74 | 78 | 89 | 54 | 81 | 83
O=S(Cc1ccccc1)/C(=C/NC(=S)Nc1ccccc1)c1ccccc1 (stereo unspecified) | 77 | 106 | 100 | 101 | 98 | 107 | 91 | 89 | 101
CN(C(=S)S(=O)(=O)C12CC3CC(CC(C3)C1)C2)c1ccccc1 | 46 | 84 | 114 | 89 | 102 | 110 | 94 | 98 | 93
Cc1ccc(N/C=C/C(=O)c2sc3nc4ccccc4n3c2C)cc1S(N)(=O)=O | 81 | 93 | 97 | 113 | 96 | 97 | 96 | 94 | 105

Next structures
SMILES | NCI-H522 | HCT-15 | NCI-H322M | COLO 205 | NCI/ADR-RES | NCI-H460 | HCT-116 | NCI-H23 | NCI-H226
S=C1NC=C(n2nc(-c3ccccc3)nc2-c2ccccc2)C(c2ccc(Cl)cc2)N1 (stereo unspecified) | 109 | 108 | 98 | 132 | 104 | 109 | 97 | 103 | 97
O=C1CSC(c2ccccc2O)N1c1nnc(Cn2cnnc2)o1 (stereo unspecified) | 98 | 66 | 87 | . | 69 | 87 | 89 | 77 | 78
CN1CCN(c2ncccc2CNC(=O)[C@@H]2CCCN3CCCC[C@H]23)CC1 | 92 | 105 | 124 | 114 | 101 | 113 | 98 | 106 | 97
CC(C)(C)c1ccc(S(=O)(=O)Oc2ccc(NC(=O)C3CCCCC3)cc2)cc1 | 25 | 37 | . | 32 | 30 | 44 | 31 | 23 | 45
